# MITF TRPM1 HTS: activators of MITF-driven TRPM1 promoter reporter, primary screen, cell-based, SK-MEL-5, luciferase, single point. SK-MEL-5 TRPM1-promoter luciferase, 24 h; % of positive control, neutral wells = 0. activation, % at 12.5 µM. 300,000 compounds, 0.75% hits. AID 588334, 2011;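 active means mean activation of at least 80% with every replicate also reaching 80%; inconclusive means mean reaches 80% but some replicate falls short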;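 further: 0% = neutral control wells and 100% = parthenolide positive control wells; values of inactives mirror those of a sister screen read the other way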
# Rtt109 HAT inh: inhibitors of C. albicans Rtt109/Vps75 HAT, primary screen, biochemical, ThioGlo CoA-SH fluorescence, plate reader. Histone acetyltransferase RTT109 (Candida albicans (strain SC5314 / ATCC MYA-2876)), …. 330,000 compounds, 0.16% hits. inhibition, % at 34.9 µM. purified Rtt109/Vps75, 4 h;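 active means inhibition of at least 50% in every replicate; inconclusive means best replicate reaches 50% inhibition but some replicates fall short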
# SR-BI DiI inh: inhibitors of SR-BI mediated HDL lipid uptake, primary screen, ldlA[mSR-BI] cells, fluorescence, single point. Scavenger receptor class B member 1 (Mus musculus), Q61009. ldlA[mSR-BI] CHO cells, DiI-HDL uptake fluorescence, 3 h. inhibition, % at 12.5 µM. 320,000 compounds, 0.96% hits;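 active means mean replicate inhibition of at least 70% and a set share of replicates each scoring 70 or more; inconclusive means meets just one of the two criteria; inactive means fails both criteria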;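 further: 0% = median of neutral control wells and 100% = median of positive control wells; values of inactives mirror those of a sister screen read the other way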
# Target sequence (Q61009 whole entry, looked up): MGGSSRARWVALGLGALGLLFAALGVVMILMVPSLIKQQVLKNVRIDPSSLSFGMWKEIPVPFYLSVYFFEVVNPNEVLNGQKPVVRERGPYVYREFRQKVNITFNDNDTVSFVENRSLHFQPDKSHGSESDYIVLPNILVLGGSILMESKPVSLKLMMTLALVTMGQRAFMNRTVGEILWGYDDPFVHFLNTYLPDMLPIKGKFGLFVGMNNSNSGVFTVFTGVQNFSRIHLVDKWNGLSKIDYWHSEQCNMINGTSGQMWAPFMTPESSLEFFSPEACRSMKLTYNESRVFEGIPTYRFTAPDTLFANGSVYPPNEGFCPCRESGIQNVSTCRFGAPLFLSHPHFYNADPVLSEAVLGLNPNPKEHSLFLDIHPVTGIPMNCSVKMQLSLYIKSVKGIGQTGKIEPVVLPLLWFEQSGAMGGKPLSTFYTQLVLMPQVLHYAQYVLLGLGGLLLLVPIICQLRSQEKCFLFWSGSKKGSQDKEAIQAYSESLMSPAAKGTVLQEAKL
# dFosB act: activators of delta FosB homodimer, primary screen, biochemical, fluorescence polarization, TAMRA-CDK5 oligo, single point; Protein FosB (Mus musculus), P13346; purified delta FosB; percent of positive-control signal above neutral wells; activation, % at 25 µM; 340,000 compounds, 0.99% hits;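 active means mean activation above about 17%, with every replicate also reaching it, limit read from the data, passing the limit was not always enough; inconclusive means only one of the two conditions met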;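 further: fluorescence polarization rise as delta FosB binds a TAMRA Cdk5 AP-1 oligo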
# Target sequence (P13346 whole entry, looked up): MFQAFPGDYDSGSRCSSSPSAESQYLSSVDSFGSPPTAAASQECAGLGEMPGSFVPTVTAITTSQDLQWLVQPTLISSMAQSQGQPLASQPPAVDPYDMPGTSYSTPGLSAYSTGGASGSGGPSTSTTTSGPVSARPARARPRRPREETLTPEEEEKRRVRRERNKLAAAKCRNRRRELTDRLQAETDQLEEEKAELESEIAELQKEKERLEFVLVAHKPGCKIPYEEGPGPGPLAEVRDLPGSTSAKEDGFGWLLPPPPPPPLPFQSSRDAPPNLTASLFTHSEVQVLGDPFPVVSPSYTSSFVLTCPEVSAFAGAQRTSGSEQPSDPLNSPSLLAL
# RTF Ca sens act: cardiac RTF calcium sensitivity activators, primary screen, biochemical, IANBD-TnC fluorescence, EC20 calcium | 340,000 compounds, 0.24% hits | AID 493008, 2010 | Troponin I, cardiac muscle (Homo sapiens) + Troponin T, cardiac muscle (Homo sapiens) + … | IANBD-labeled TnC RTF fluorescence at EC20 calcium; 0% EC20 calcium, 100% full calcium | activation, % at 7.2 µM;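 active means activation above the mean over all tested compounds plus 3 SD, cut at about 30% in these data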;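 further: rise in fluorescence read as greater calcium sensitivity of cardiac thin filaments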
# HTR5A ag ctr: HTR5A agonists in luminescence cell assay, primary screen, counter-screen for OPRM1-OPRD1 heterodimer agonist project, full-deck HTS | 5-hydroxytryptamine receptor 5A (Homo sapiens), P47898 | cell-based | activation, % at 9.3 µM | 340,000 compounds, 0.61% hits | AID 504692, 2011; in the data active means activation mostly above about 9.5%, no sharp cut-off; inactive means mostly below about 7.6%;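 further: 0% = cells with vehicle only and 100% = reference agonist; strong numbers were not always called active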
# PvdQ inh: P. aeruginosa PvdQ acylase inhibitors, primary screen, biochemical, fluorescence, plate reader and imaging, single point. PvdQ acylase [Pseudomonas aeruginosa LESB58]. purified PvdQ acylase. inhibition, % at 10 µM. 340,000 compounds, 0.063% hits. AID 488965, 2010; in the data active means inhibition above about 30%, passing the limit was not always enough; inconclusive means no clear call, values can overlap the other calls;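 further: 0% = vehicle neutral wells and 100% = reference inhibitor wells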
# CDK5 inh: inhibitors of human CDK5/p35 kinase, primary screen, biochemical, single concentration. Recombinant CDK5/p35, ADP-Glo luminescence, 60 min. inhibition, % at 10 µM. 330,000 compounds, 0.01% hits. AID 488839, 2010;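 active means highest replicate inhibition of at least 50% and at least 75% of replicates reaching 50%; inconclusive means only one of the two criteria met; inactive means both criteria failed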;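 further: plate controls were DMSO neutral control for no effect and GW8510 at 10 µM for full effect; many of its hits are not listed in these tables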
# SR-BI uptake up: activators of SR-BI mediated DiI-HDL uptake, primary screen, ldlA[mSR-BI] CHO cells, DiI fluorescence; AID 504775, 2011; activation, % at 12.5 µM; 320,000 compounds, 0.096% hits; 3 h; 100 = double the neutral-control signal;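 active means mean replicate activation of at least 60% and every replicate at or above 60%; inconclusive means mean or all-replicate condition met, but not both; inactive means mean below 60% and not all replicates reaching 60%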;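 further: 0% = median plate neutral-control signal and 100% = twice that signal; values of inactives mirror those of a sister screen read the other way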
#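 Material – SR-BI-overexpressing, LDLR-lacking CHO cells · Medium – BSA-supplemented, HEPES-buffered Ham's F12, pH 7.4 · Doses – single concentration · Times – compound with DiI-HDL co-incubation, 3 h at 37 °C · Measured by – bottom-read fluorescence, 550/595 nm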
# Wnt bcat act: Wnt/beta-catenin pathway activators, primary screen, cell-based, plate reader, single point; 300,000 compounds, 1.2% hits; Wnt/beta-catenin reporter cell assay, activator; activation, % at 9.35 µM; AID 743398, 2014; in the data active means activation above about 30%, passing the limit was not always enough; inconclusive means no clear call, values can overlap the other calls;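 further: 0% = neutral control wells and 100% = positive control wells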
# An asterisk follows results filed as active; u = inconclusive; x = not tested or not shown.
Molecule	MITF TRPM1 HTS	Rtt109 HAT inh	SR-BI DiI inh	dFosB act	RTF Ca sens act	HTR5A ag ctr	PvdQ inh	CDK5 inh	SR-BI uptake up	Wnt bcat act
O=C(CC1C(=O)NCCN1Cc1ccccc1C(F)(F)F)NC1CCCC1 (configuration not stated)	4	16	-1	-2	2	-1	0	-2.2	1	-2
COC(=O)c1ccc(OCC(O)CN2CCC(C)CC2)cc1 (configuration not stated)	-5	9	-31	-10	6	1	4	1.4	31	-1
CC(NS(=O)(=O)c1ccc2c(c1)OCCO2)c1ccccc1 (configuration not stated)	-5	4	-16	4	-2	0	20	-1.7	16	-1
Cc1ccc(C(C)C)c(OCc2ccc(C(=O)N/N=C/c3ccc(C(=O)O)cc3)cc2)c1	3	-9	x	-12	-3	1	-2	-0.3	x	17
COC(=O)CC(=O)CSc1nc2c(cc1C#N)CCC2	19	-5	-12	-2	6	5	5	0.5	12	x
CCCC(NC(=O)Cc1c(C)c2c(cc(C)c3c(C)coc32)oc1=O)C(=O)O (configuration not stated)	x	-20	-5	-4	9	-2	-5	-0.8	5	1
CN(C(=O)c1cccc(C#CC(C)(C)O)c1)C1CCCN(Cc2ccccc2F)C1 (configuration not stated)	2	9	-8	-11	-2	5	-7	0.6	8	-1
O=C(NC1CCCC1)c1cccc(S(=O)(=O)N2CCCC2)c1	-2	-6	-12	1	-1	-2	22	-0.5	12	2
O=C(NCC1CCCO1)c1ccc2c(c1)S(=O)(=O)c1ccccc1C2=O (configuration not stated)	2	-13	0	2	-6	4	-11	1.2	0	1
CNC(=S)N(Cc1cc2cc(C)cc(C)c2[nH]c1=O)C1CCCC1	0	4	32	-13	0	-1	-9	0.1	-32	-3
CCN(CC)CCOC(=O)/C=C/c1ccccc1OC	-6	-6	-17	-3	-6	6	-4	-0.2	17	x
O=C(CSc1nnc(Cc2ccccc2)n1Cc1ccccc1)NCc1ccco1	-2	9	-9	-5	-2	-9	-16	0.1	9	x
CCOc1ccc(NC(=S)N/N=C(\C)Cc2ccc(OC)cc2)cc1	8	7	-13	-4	6	-1	-10	0.3	13	-3
Cc1cccc(C(=O)NNC(=O)c2ccccc2C)c1	31	x	-16	1	-2	2	-12	-2.7	16	x
COc1ccc(C(CNC(=O)c2ccc(S(=O)(=O)N(C)C)cc2)N2CCCC2)cc1 (configuration not stated)	11	6	-8	0	-1	-1	6	-0.2	8	0
CCC(C)[C@H](NC(=O)NCc1ccco1)C(=O)O (some centres not stated)	1	-13	-20	2	2	2	-15	0.7	20	-1
NC(=O)COc1ccc(Cc2ncc(C(F)(F)F)cc2Cl)cc1	-6	x	-16	7	1	4	-3	0.7	16	-1
CCN(CC)S(=O)(=O)c1ccc(N2CCN(c3cccc(OC)c3)CC2)c([N+](=O)[O-])c1	-3	-3	54	-1	4	0	16	0.1	-54	x
COc1ccc(OC)c(S(=O)(=O)NCc2ccccn2)c1	-12	1	-25	7	-2	2	-3	1.1	25	1
O=C(N/N=C/c1cccnc1)C12CC3CC(CC(C3)C1)C2	2	0	-16	-2	-5	-1	0	0.4	16	-1
Cc1ccc(C(=O)NCC(=O)OCC(=O)c2c(N)n(C)c(=O)n(C)c2=O)s1	3	-7	7	0	0	-7	-16	-0.2	-7	x
O=C1C2CC=C(Cl)CC2C(=O)N1CCCCCCN1C(=O)C2CC=C(Cl)CC2C1=O (configuration not stated)	3	-3	23	-20	-8	0	-13	1.2	-23	x
CCc1nnc(NC(=O)c2ccc(COc3ccccc3C)o2)s1	x	-1	x	6	2	0	-5	0.0	x	-1
COc1ccc(OC)c(C(=O)Cn2nnc3ccccc3c2=O)c1	-4	0	40	1	1	-1	-4	-1.2	-40	x
CCCc1ccc(C(=O)COC(=O)CN2C(=O)NC3(CCCCC3C)C2=O)cc1 (configuration not stated)	2	10	-16	-8	-5	7	9	2.3	16	-2
CC(=O)N(c1ccc(C(F)(F)F)cc1)S(=O)(=O)c1ccc(N2C(=O)CCC2=O)cc1	-15	-3	-10	-4	3	0	-15	1.6	10	-4
COc1cccc(/C=C/c2ccc3cccc(O)c3n2)c1	4	-4	51	-4	-1	-3	-9	0.8	-51	u
COc1ccc(CCNC(=O)CN(c2ccc(OC)c(OC)c2)S(C)(=O)=O)cc1OC	x	-5	11	-2	5	-3	-8	-0.3	-11	-2
CC(=O)c1cccc(OCC(=O)Nc2ccccc2N2CCOCC2)c1	14	21	28	-7	-3	-1	0	1.6	-28	0
CC(COc1ccccc1)N(CCCl)Cc1ccccc1 (configuration not stated)	-6	-1	25	-4	6	0	-9	0.8	-1	-3
CC1CCN(C(=S)NC(=O)c2ccccc2)CC1	-4	-9	-19	-1	-3	7	3	0.0	19	x
COc1ccc(C(=O)NNC(=S)NC(=O)c2ccc(Cl)cc2)cc1	x	4	-5	-2	x	x	-10	1.6	5	11
COc1cc(C)c(C(C)C)cc1S(=O)(=O)n1cnc(C)c1	-3	4	-6	-6	-2	10	-10	0.3	6	3
C[C@@H](NC(=O)[C@@H]1Cc2ccccc2CN1)C(=O)Nc1ccc2c(c1)OCO2	43	4	3	-5	6	2	-14	-1.8	-3	6
COC(=O)C(N)Cc1ccc(O)c(O)c1 (configuration not stated)	-4	3	-28	-5	5	-3	-14	1.0	28	x
CCOC(=O)c1csc(-c2sccc2Br)n1	43	3	7	-10	4	10	3	1.5	-7	9
CCCCN(CC)Cc1ccc(CNC(=S)Nc2ccc(C)cc2Cl)o1	-12	-1	x	-8	0	-4	-4	-2.1	x	-2
Cc1ccccc1-c1nnc(SCC(=O)c2c(N)n(C3CC3)c(=O)[nH]c2=O)o1	5	-5	1	3	0	1	-7	0.4	-1	-2
O=C(CSc1nnc(SCc2ccc(Cl)cc2)s1)N1CCOCC1	x	-4	12	-4	11	0	-12	0.1	-12	3
NC1=NC(=O)C2(COC(c3cccnc3)OC2)S1 (configuration not stated)	10	17	-23	-6	4	3	9	1.1	23	-1
CCc1nnc(NC(=O)CSc2nc(C)cs2)s1	-4	-3	x	2	2	-3	1	-1.4	x	-1
COc1ccccc1CNC(=O)C1CC2Cn3c(nc4ccccc43)C2N1C (configuration not stated)	-1	3	9	3	-4	-12	-11	-3.0	-9	1
Cc1ccc(N(C(=O)c2csnn2)C(C(=O)NC2CCCC2)c2cccnc2)c(C)c1 (configuration not stated)	x	4	x	-8	1	1	14	2.8	x	-3
COc1cccc(C(=O)NC(C)CCc2ccccc2)c1 (configuration not stated)	8	-1	x	-2	1	2	-7	-1.0	x	0
O=C(NCC(=O)N(CCN1CCOCC1)C(C(=O)NC1CCCC1)c1cccnc1)c1cccs1 (configuration not stated)	0	-10	-1	-1	-3	4	-8	-0.2	1	x
Cc1ccc(S(=O)(=O)CC(=O)N2CCCC2)cc1	3	-6	-3	-5	-6	-1	7	-0.6	3	0
O=C(CSc1nc2ccc(Cl)cc2[nH]1)NCc1ccco1	x	3	-68	-10	4	2	-6	-0.2	u	x
Cc1cccc(/N=C/c2c(O)n(Cc3ccc4c(c3)OCO4)c(=O)c3ccccc23)n1	10	-11	-12	-1	-3	-3	-12	-0.5	12	0
CCCN(CCC)CC(O)COc1ccc2c(c1)OCO2 (configuration not stated)	9	0	0	0	4	-1	-7	1.3	0	0
COc1ccc2cc(C(=O)O)n(CC(=O)c3ccccc3)c2c1	-14	-2	-17	1	-4	-2	-11	-0.3	17	2
CCOc1c2ccc(C(=O)NCC34CC5CC(CC(C5)C3)C4)cc2nn1CC	-6	-2	-16	-2	2	-1	-8	-0.9	16	0
COc1ccc(CNCCCSc2ncccn2)cc1OC	x	5	28	1	0	-2	-12	0.0	-28	15
CC(=O)N1CCN(C(=O)CCc2nc3ccccc3c(=O)[nH]2)CC1	-5	3	-16	-2	-7	-2	-13	-4.7	16	-2
Cc1ccccc1OCCC(=O)OCC(=O)Nc1ccc(C(N)=O)cc1	-9	1	-4	2	3	-3	-14	-0.5	4	-2
COC(=O)c1sccc1-n1cccc1C(=O)NCc1ccccc1	-8	-1	3	0	-3	7	3	-1.3	-3	x
CCCCN(C)S(=O)(=O)c1ccc(C(=O)Nc2nnc(CSC)o2)cc1	-8	-3	-1	-11	-3	-3	12	-0.6	1	x
Cn1cc(/C=C(\C(=O)O)C(C(=O)O)=C2CCCCC2)c2ccccc21	-10	-4	-13	-2	1	6	0	-0.6	13	-2
COc1cc(C2c3c([nH]c(=O)[nH]c3=O)Nc3ccc4ccccc4c32)cc(OC)c1OC (configuration not stated)	0	1	0	-6	0	1	6	-0.7	0	0
c1ccc2c(c1)oc1c(Nc3ccc(CN4CCOCC4)cc3)ncnc12	15	2	-6	-13	-3	4	-4	1.2	6	x
O=C(NCCNc1ccc([N+](=O)[O-])cc1C(F)(F)F)c1ccccc1F	-9	29	43	3	2	-4	2	-0.4	-43	0

# More entries:
Molecule	MITF TRPM1 HTS	Rtt109 HAT inh	SR-BI DiI inh	dFosB act	RTF Ca sens act	HTR5A ag ctr	PvdQ inh	CDK5 inh	SR-BI uptake up	Wnt bcat act
Cc1ccc(C)c(N2CCN(C(=O)CCC(=O)Nc3nnc(C(F)(F)F)s3)CC2)c1	-2	0	3	-20	3	3	-14	0.4	-3	-1
O=C(C1=NNC2C(=O)N(c3ccccc3)C(=O)C12)c1nc(Cl)ccc1Cl (configuration not stated)	4	2	16	0	-3	-2	6	0.3	-16	x
Brc1cccc(OCCCN2CCCCCC2)c1	6	-7	-17	-1	1	1	-12	-0.3	17	-6
Cc1ccc(C(=O)c2c[nH]cc2-c2ccccc2)cc1	18	-17	-10	-4	-2	1	-8	0.8	10	6
Cc1cc(NC(=O)c2ccccc2Cl)n(C(C)(C)C)n1	x	7	-1	0	x	x	-7	0.4	1	-1
CC(=O)N1Cc2cc(N)ccc2Oc2ccccc21	-11	x	-9	-8	-3	-2	-3	-1.6	9	-3
O=C(CCn1c(=S)[nH]c2ccccc2c1=O)NCCc1ccccc1	-4	-1	-20	14	1	1	4	2.4	20	-4
C=CCNC(=O)c1cnn(-c2ccccc2)c1-c1ccccc1	-4	1	-13	2	-2	-3	-11	1.9	13	-1
C/C(CC(=O)Nc1ccc(Cl)cc1)=N\NC(=O)C(=O)NCCO	-1	-2	-12	2	-1	-1	8	-0.8	12	-4

# Screening results as filed in PubChem BioAssay.
